# Assay outcomes deposited in PubChem BioAssay by several laboratories.
# KOR beta-arrestin-1 – KOR antagonists, beta-arrestin recruitment, cell-based, luminescence, uHTS (AID 1778); KOR beta-arrestin recruitment, luminescence, antagonist mode; higher % means a stronger effect; inhibition, % at 10 µM; hits with a dose series show IC50 in µM; 290,000 compounds, 0.091% hits; also: strong numbers were not always called active
# MgcRacGAP inhibition – MgcRacGAP GTPase-activating activity inhibitors, confirmation, biochemical, ADP Hunter fluorescence; MgcRacGAP-stimulated Rac1 GTP hydrolysis, ADP Hunter fluorescence; higher % means a stronger effect; GST-tagged Rac1 F28L mutant substrate; inhibition, % at 30 µM; hits with a dose series show IC50 in µM; 340,000 compounds, 0.6% hits;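 active = first-screen hits whose inhibition reached a set limit at any dose in the follow-up dose series; inconclusive = inhibition above the set first-screen limit but never retested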;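 also: fluorescence reports GDP produced by GAP-driven GTP hydrolysis; strong numbers were not always called active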
# GPR55 beta-arrestin – GPR55 agonists via beta-arrestin recruitment, primary screen, imaging, U2OS cells, beta-arrestin-GFP redistribution (AID 1961) | one-dose activation, % at 10 µM; EC50 in µM for titrated hits | 290,000 compounds, 0.048% hits | U2OS GPR55 beta-arrestin-GFP redistribution imaging; higher % means a stronger effect;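 active = activation above 40% with more than 50 cells counted in the well; inconclusive = wells holding fewer than 50 cells, flagged as toxic or sparse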;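 also: U2OS osteosarcoma cells stably expressing GPR55 and beta-arrestin-GFP; plate controls were DMSO negative control for no effect and LPI positive control for full effect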
# SV40 large T antigen – SV40 large T antigen inhibitors, biochemical (AID 1903); 310,000 compounds, 0.39% hits; SV40 large T antigen ATPase/helicase inhibition assay; higher % means a stronger effect; inhibition, % at 20 µM, or IC50 in µM where a hit was titrated; in the data active = a potency from the dose series; inconclusive = inhibition mostly from about 32% at the one dose, without a potency; inactive = the rest, 99 in 100 with inhibition below about 32%; also: strong numbers were not always called active
# NOD1 inhibition – NOD1 signaling inhibitors, primary screen, cell-based, luminescence, uHTS (AID 1578). NOD1-driven NF-kB luciferase reporter cells, luminescence; higher % means a stronger effect. 290,000 compounds, 1% hits. one-dose inhibition, % at 4 µM; EC50 in µM for titrated hits; in the data active = inhibition mostly above about 36%, no sharp cut-off; inactive = mostly below about 34%;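 also: HEK-293T reporter cells stimulated with the NOD1 agonist gamma-tri-DAP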
# HIV fusion peptide – inhibitors of HIV fusion peptide binding, primary screen, biochemical, uHTS, fluorescence dequenching (AID 1986) | cell-free peptide binding, fluorescence dequenching, 30 min; higher % means a stronger effect | inhibition, % at 20 µM, or IC50 in µM where a hit was titrated | 290,000 compounds, 0.3% hits; in the data active = inhibition mostly above about 52%, no sharp cut-off; inactive = mostly below about 76%; also: some results filed as inactive read as strong as hits
# KOR beta-arrestin-2 – KOR agonists, beta-arrestin recruitment, primary screen, cell-based, luminescence, uHTS (AID 1777). activation, % at 10 µM, or EC50 in µM where a hit was titrated. KOR beta-arrestin recruitment, luminescence; higher % means a stronger effect. 280,000 compounds, 0.02% hits; in the data active = activation above about 50%, passing the limit was not always enough; also: a part of the inactive calls stands beside numbers as strong as those of hits
# NOD2 inhibition – NOD2 signaling inhibitors, cell-based, luminescence, uHTS, HEK293 (AID 1566) | 290,000 compounds, 0.63% hits | HEK293 NOD2/NF-kB luciferase reporter, luminescence; higher % means a stronger effect | one-dose inhibition, % at 4 µM; EC50 in µM for titrated hits; also: many of its hits are not listed in these tables
# GPR55 antagonists – inhibition of LPI-stimulated GPR55 beta-arrestin translocation – imaging, U2OS, beta-arrestin-GFP, LPI agonist, primary screen (AID 2013). U2OS GPR55 beta-arrestin-GFP translocation imaging, LPI antagonism; higher % means a stronger effect. inhibition, % at 10 µM; hits with a dose series show IC50 in µM. 290,000 compounds, 0.13% hits;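 active = spots per cell inhibited over 60%, with over 100 cells counted and total cytoplasm intensity under 500,000; inconclusive = wells with under 100 cells, flagged as likely toxic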;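 also: U2OS cells stably carrying GPR55 and arrestin-GFP stimulated by 5 µM LPI near EC80; imaged beta-arrestin-GFP aggregate spots per cell after agonist stimulation; plate controls were LPI-stimulated DMSO wells for no effect and DMSO wells without LPI for full effect; some results filed as inactive read as strong as hits; confirmed hits need IC50 under 10 µM and bright autofluorescent wells are also inconclusive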
# An asterisk follows results filed as active; ? = inconclusive; nt = not tested or not shown; [ ] = dose if it differs, or a comment. Rule as the data show it, unless noted: active = inhibition above about 50%; inactive = the rest. Some of the compounds tested; rates above refer to the full screens.
SMILES,KOR beta-arrestin-1,MgcRacGAP inhibition,GPR55 beta-arrestin,SV40 large T antigen,NOD1 inhibition,HIV fusion peptide,KOR beta-arrestin-2,NOD2 inhibition,GPR55 antagonists
N#CCCc1cccc(CCC#N)c1,-20.2%[20 µM],3.7%,-0.1%,1.3%,-26.9%,-0.7%,-1.8%,10.0%,14.0%
COc1ccccc1CC(=O)NNS(=O)(=O)c1ccccc1[N+](=O)[O-],-4.1%[20 µM],-1.1%,0.0%,24.8%,-4.9%,-0.8%,nt,12.8%,3.2%
O=C(COC(=O)CCc1ccccc1)NC(c1ccccc1)c1ccccc1,-0.9%,0.9%,-0.3%,6.5%,-11.0%,2.0%,11.3%,-0.4%,7.2%
COc1ccc(CCC(=O)N2CCCC(Nc3ccc(OC)cc3)C2)cc1 (configuration not stated),13.3%,-28.9%,-0.2%,?,-24.5%,-0.8%,0.6%,-14.4%,-5.5%
CN(C)CCOC(=O)C12CC3CC(CC(C3)C1)C2,-27.7%,8.2%,0.3%,-15.3%,4.3%,4.4%,-5.4%,13.2%,-5.5%
CSc1ccc(/C=C/C(=O)c2ccc(NC(=O)C(C)C)cc2)cc1,-29.4%,5.7%,0.9%,0.1%,-10.9%,0.5%,-0.8%,1.8%,11.3%
COC(=O)c1cc2ccsc2n1CC(=O)NCC1CCCO1 (configuration not stated),11.7%,-0.2%,-0.1%,7.0%,5.7%,0.9%,1.2%,17.3%,20.3%
CN(C(=S)Nc1ccccc1F)C1(c2ccccc2Cl)CCCCC1=O (configuration not stated),-13.9%,5.3%,-0.1%,15.9%,22.5%,0.3%,5.7%,3.0%,nt
CN(C)S(=O)(=O)c1cc(NC(=O)CSc2ncc(C(F)(F)F)cc2Cl)ccc1Cl,-49.5%,5.7%,-0.3%,13.0%,7.7%,0.3%,6.7%,-2.9%,3.9%
CC1CCc2sc(C(=O)NN)cc2C1 (configuration not stated),-35.3%,7.5%,0.6%,10.6%,1.9%,-1.4%,0.7%,-1.7%,-11.8%
O=C(CCN1C(=O)COc2ccccc21)NCCN1CCN(c2ccccc2F)CC1,-20.1%,3.8%,-0.1%,7.6%,-16.2%,-0.1%,-0.2%,0.4%,17.0%
COc1ccc(NC(=O)CSC2=NCCN2)cc1,10.8%,6.0%,1.0%,6.5%,-39.4%,2.6%,-2.9%,-8.6%,-0.4%
Cc1ccc(C(=O)n2nc(-n3cccc3)c3c(C)cc(C)nc32)cc1,-3.4%,2.9%,0.1%,-1.8%,-27.5%,0.6%,-1.4%,24.4%,24.0%
COc1cccc(CNS(=O)(=O)c2cc3c(cc2C)n(C)c(=O)c(=O)n3C)c1,11.5%[20 µM],13.1%,0.5%,nt,-29.4%,0.4%,1.0%,10.1%,5.5%
CC1(OC(=O)CCc2ccccc2)C(=O)C=C2C=C(c3ccc(C#N)cc3)N(C(CO)CO)C=C2C1=O (configuration not stated),15.0%,4.8%,-0.2%,11.4%,-6.0%,2.8%,2.5%,3.7%,9.9%
Cc1c(C)c2ccc(O[C@@H]3O[C@H](CO)[C@H](O)[C@H](O)[C@H]3O)cc2oc1=O,2.1%,3.4%,0.0%,0.7%,-1.0%,-1.3%,-3.7%,6.6%,2.6%
COc1ccc(NC(=O)c2ccc(NC(=O)CN(C)CC(=O)Nc3c(C)cccc3C)cc2)cc1,-12.2%,5.6%,1.1%,9.4%,-12.5%,-1.9%,1.0%,0.5%,6.3%
O=C(NCCCN1CCN(CCCNC(=O)c2cc([N+](=O)[O-])ccc2Cl)CC1)c1cc([N+](=O)[O-])ccc1Cl,-5.6%,4.7%,0.7%,-2.5%,6.2%,-2.3%,10.6%,10.2%,12.6%
O=C(N/N=C/c1ccco1)c1cc(-c2ccc(Cl)cc2)n[nH]1,8.7%,6.8%,0.0%,16.4%,10.0%,-2.9%,0.7%,33.3%,-3.7%
O=Cc1[nH]c2ccccc2c1N(C(=O)CCl)c1ccc([N+](=O)[O-])cc1,-16.7%,7.5%,-0.2%,?,19.2%,4.4%,6.7%,-0.5%,54.2%
COc1ccc(C(C(=O)NC2CCCCC2)N(C(=O)c2snc(C(N)=O)c2N)c2ccccc2OC)cc1 (configuration not stated),-18.6%,1.4%,0.0%,6.6%,3.7%,-0.1%,4.6%,18.6%,-8.5%
Cc1ccc(-c2oc3ccccc3c(=O)c2OCC(=O)O)cc1,-15.1%,5.7%,0.3%,2.9%,-40.0%,1.1%,-2.7%,-7.8%,12.0%
O=S(=O)(c1ccccc1)N1CCN=C1SCc1ccccc1Cl,5.1%,11.3%,0.0%,12.9%,27.2%,-2.9%,1.7%,-7.0%,10.7%
COC(=O)C1=C(C)NC(=O)NC1c1ccc([N+](=O)[O-])o1 (configuration not stated),nt,7.1%,0.1%,3.9%,-35.0%,19.7%,-0.7%,5.4%,12.5%
CCNc1c(NC(=O)c2ccc3c(c2)OCO3)c(=O)oc2ccccc12,-10.1%,9.1%,-0.2%,1.8%,-14.6%,0.0%,2.7%,11.4%,-8.0%
CCOCCc1nn2c(=O)cc(CSCC(=O)Nc3ccccc3)nc2s1,-0.7%,3.8%,0.3%,0.1%,-22.1%,-0.2%,-2.3%,-7.0%,0.7%
CN1CCN(C(=S)Nc2ccc(Cl)cc2Cl)CC1,-13.2%,14.5%,0.2%,12.9%,-13.5%,-0.5%,4.9%,1.9%,-3.4%
N/C(COc1ccccc1)=N\NC(=O)c1cccnc1Oc1ccccc1,-20.9%,4.7%,-0.1%,1.3%,-15.5%,0.3%,-3.9%,11.8%,1.0%
Cc1nn(-c2ccccc2)c2nc(-c3ccco3)cc(C(=O)O)c12,13.8%,17.4%,-0.2%,26.2%,-1.5%,-2.5%,-4.1%,-0.6%,6.1%
Cc1ccc(C)c(NS(=O)(=O)c2ccc(NC(=O)c3ccco3)cc2)c1,16.8%,4.6%,1.5%,3.6%,-16.1%,2.9%,-6.4%,0.2%,2.5%
O=C1NN(c2cccc(Br)c2)C(=O)/C1=C\c1ccccc1,-18.1%,5.3%,0.0%,26.7%,3.8%,49.9%,-6.3%,14.5%,22.9%
Cc1ccc(S(=O)(=O)NC(=O)c2cc(C)n(CCCN3CCOCC3)c2C)cc1,-15.6%,12.6%,-0.1%,-1.3%,-14.1%,6.6%,-1.2%,4.5%,-13.9%
COc1ccc(CSc2ncn[nH]2)cc1[N+](=O)[O-],-13.6%,3.2%,-0.1%,9.3%,-10.2%,2.8%,0.0%,1.2%,7.9%
Cc1nc(-c2ccc(Cl)cc2)sc1C1(C)CC(c2c(Cl)cccc2Cl)=NO1 (configuration not stated),nt,1.3%,-0.2%,15.5%,7.3%,-0.8%,-4.9%,-12.6%,6.4%
CC(C)CCN1C(=O)c2ccc(C(=O)Nc3cc(C(=O)O)cc(C(=O)O)c3)cc2C1=O,17.9%,12.1%,0.3%,12.9%,7.3%,4.1%,-3.6%,10.0%,0.0%
COc1ccc2[nH]c3c(c2c1)[C@@H]1CCN2C(=O)CCC[C@H](C3)[C@H]12,-26.7%[20 µM],10.1%,0.0%,20.8%,-22.0%,2.2%,-6.9%,8.0%,-13.0%
CC(C)OP(=O)(OC(C)C)C(Nc1ccccc1)c1cccnc1 (configuration not stated),27.0%,2.0%,0.4%,10.1%,-3.5%,-0.5%,3.4%,14.6%,7.3%
COc1cc(/C=N/n2nnnc2N)ccc1O,15.9%,16.9µM*,-0.2%,4.83µM*,-19.5%,0.6%,-5.8%,3.7%,4.7%
O=C(O)CCC(=O)Nc1ccc(S(=O)(=O)c2ccc(NC(=O)CCC(=O)O)cc2)cc1,-24.1%[20 µM],9.2%,0.5%,-11.3%,12.2%,1.5%,-0.4%,25.3%,-4.3%
COc1ccc(/C=C2/NC(=O)N(Cc3ccccc3F)C2=O)cc1OC,-36.4%,5.3%,0.4%,-1.7%,-23.5%,-0.8%,2.3%,-12.8%,1.6%
COc1ccc(-c2csc(Nc3ccc(O)cc3)n2)cc1,-35.4%,?,-0.2%,?,56.7%*,-1.4%,3.9%,-7.2%,-21.4%
O=C(Cn1c(C(=O)NCc2ccco2)cc2sccc21)c1ccccc1,-1.5%,139µM*,-0.1%,5.1%,1.1%,1.4%,-5.7%,0.4%,2.8%
Cn1cc(-c2nnnn2-c2cccc(C(F)(F)F)c2)c(C(F)(F)F)n1,16.8%,2.2%,0.2%,2.3%,-2.4%,3.0%,0.1%,-7.8%,6.7%
O=C(CC(=O)N/N=C\c1cccc(Cl)c1Cl)NCc1ccccc1,-15.7%,10.3%,0.2%,7.6%,15.6%,6.9%,1.2%,27.4%,6.6%
Cc1cccc(-n2nc3c(c2NC(=O)c2ccco2)CS(=O)C3)c1C (configuration not stated),14.5%,-0.9%,-0.3%,24.4%,-14.5%,-0.9%,-3.9%,7.2%,6.3%
Cc1ccc(CN(C(=O)c2ccccc2[N+](=O)[O-])C2CCS(=O)(=O)C2)o1 (configuration not stated),-15.8%,-4.2%,-0.1%,-3.0%,-9.8%,0.4%,2.2%,7.0%,3.7%
Cc1nnc(C)c2c(C)n(-c3ccccc3N)c(C)c12,4.5%,-10.7%,0.2%,3.8%,-32.2%,22.0%,-1.6%,-3.3%,-1.3%
CCOc1ccc(C(=S)N2CCN(C)CC2)cc1,-3.7%,18.0%,-0.3%,22.6%,-14.1%,-0.2%,-1.8%,-3.1%,2.1%
COc1ccc(OCC(=O)N2CCN(c3cccc(C(F)(F)F)c3)CC2)cc1,8.3%,3.7%,-0.1%,17.0%,9.8%,-1.9%,-3.3%,8.4%,0.6%
Cc1ccc(S(C)(=O)=NS(=O)(=O)c2cccc3nsnc23)cc1 (configuration not stated),4.3%,5.2%,-0.2%,2.2%,-4.8%,-2.1%,nt,5.1%,5.0%

# Complete entries as entered above. Order of values: KOR beta-arrestin-1	MgcRacGAP inhibition	GPR55 beta-arrestin	SV40 large T antigen	NOD1 inhibition	HIV fusion peptide	KOR beta-arrestin-2	NOD2 inhibition	GPR55 antagonists
# Cc1ccc(S(C)(=O)=NS(=O)(=O)c2cccc3nsnc23)cc1 (configuration not stated) as listed: 4.3%	5.2%	-0.2%	2.2%	-4.8%	-2.1%	nt	5.1%	5.0%
# O=C(CC(=O)N/N=C\c1cccc(Cl)c1Cl)NCc1ccccc1 as listed: -15.7%	10.3%	0.2%	7.6%	15.6%	6.9%	1.2%	27.4%	6.6%
# Cn1cc(-c2nnnn2-c2cccc(C(F)(F)F)c2)c(C(F)(F)F)n1 as listed: 16.8%	2.2%	0.2%	2.3%	-2.4%	3.0%	0.1%	-7.8%	6.7%
